Screening results: PubChem, IUPUI and University of Michigan
ST2 IL33 inh – blocks human ST2 binding to IL-33; AID 1259354; inhibition, % for hits at 17 µM; AlphaLISA ST2-Fc/biotin-IL-33 interaction, 1 h; Q01638; 2.3% of 78,000 active; in the data active = inhibition above about 30%; inconclusive = mostly about 10% to 28%
Target sequence (Q01638 whole entry, looked up): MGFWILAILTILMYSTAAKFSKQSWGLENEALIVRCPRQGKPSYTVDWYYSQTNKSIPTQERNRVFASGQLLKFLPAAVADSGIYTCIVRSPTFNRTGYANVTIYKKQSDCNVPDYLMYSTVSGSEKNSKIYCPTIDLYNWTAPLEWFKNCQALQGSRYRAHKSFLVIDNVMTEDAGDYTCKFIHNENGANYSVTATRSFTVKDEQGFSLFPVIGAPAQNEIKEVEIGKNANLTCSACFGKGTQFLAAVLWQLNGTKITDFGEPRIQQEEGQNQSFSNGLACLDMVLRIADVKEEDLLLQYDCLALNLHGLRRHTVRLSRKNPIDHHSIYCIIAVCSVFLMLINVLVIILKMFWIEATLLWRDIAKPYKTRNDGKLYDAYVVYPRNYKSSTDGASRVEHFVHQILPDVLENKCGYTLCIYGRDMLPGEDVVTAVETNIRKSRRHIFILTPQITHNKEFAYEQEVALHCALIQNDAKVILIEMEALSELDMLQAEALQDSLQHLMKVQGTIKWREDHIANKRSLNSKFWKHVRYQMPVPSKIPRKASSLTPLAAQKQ
* marks the source's active call; other numbers are inactive results; i = inactive; u = inconclusive.

SMILES	ST2 IL33 inh
CNC(=O)C1CCC(Cn2c(=O)c3sccc3n(CC(=O)N3CCCC3)c2=O)CC1 (stereo unspecified)	i
CCC1CN(CCNC(=O)CSc2nnc(C)s2)Cc2cc(OC)ccc2O1 (stereo unspecified)	u
COc1ccccc1NC(=O)CSc1nnnn1-c1ccc(C(=O)O)cc1	i
CCC1(CC)CN(C(=O)CC2C(=O)NCCN2Cc2cccnc2)CCO1 (stereo unspecified)	u
CC1=C(C#N)C(c2ccccc2Br)C2=C(CC(c3ccccc3)CC2=O)N1 (stereo unspecified)	i
CCN(CC)C(=O)c1oc2ccc(S(=O)(=O)N3CCCCCC3)cc2c1C	i
CCn1cc(C=C2C(=O)OC(C)(C(C)(C)C)OC2=O)c2ccccc21 (stereo unspecified)	44.0%*
Oc1ccccc1CN1CCCC(Nc2cccc(F)c2)C1 (stereo unspecified)	i
Cc1cc2c(cc1O)NC(=O)CC2c1cc(=O)n2c3c(cccc13)CCC2 (stereo unspecified)	i
N#CC1=C(SCc2ccccc2)NC(=O)CC1c1cccc(Cl)c1 (stereo unspecified)	u

Continued; it opens with the seven that closed the last part.
SMILES	ST2 IL33 inh
CCC1(CC)CN(C(=O)CC2C(=O)NCCN2Cc2cccnc2)CCO1 (stereo unspecified)	u
CC1=C(C#N)C(c2ccccc2Br)C2=C(CC(c3ccccc3)CC2=O)N1 (stereo unspecified)	i
CCN(CC)C(=O)c1oc2ccc(S(=O)(=O)N3CCCCCC3)cc2c1C	i
CCn1cc(C=C2C(=O)OC(C)(C(C)(C)C)OC2=O)c2ccccc21 (stereo unspecified)	44.0%*
Oc1ccccc1CN1CCCC(Nc2cccc(F)c2)C1 (stereo unspecified)	i
Cc1cc2c(cc1O)NC(=O)CC2c1cc(=O)n2c3c(cccc13)CCC2 (stereo unspecified)	i
N#CC1=C(SCc2ccccc2)NC(=O)CC1c1cccc(Cl)c1 (stereo unspecified)	u
Cc1ccc(CN(CC(N)=O)S(=O)(=O)c2ccc(C)cc2)cc1	i
CCc1ccc(-c2cn3c(C(=O)N4[C@@H]5CC[C@H]4CNC(=O)C5)csc3n2)cc1	36.0%*
COC(=O)[C@@H]1Cc2ncn(Cc3ccc(Cl)cc3)c2CN1S(=O)(=O)c1ccccc1	i
O=C(CCCc1ccccc1)NCC1CCCO1 (stereo unspecified)	i
Cc1nc(-c2ccc(C(=O)N3CCCC3C(=O)N3CCN(c4cccc(C)c4C)CC3)cc2)no1 (stereo unspecified)	u
CCCCn1c(CN2CCc3cc(SC)ccc3C2)cnc1S(=O)(=O)CC	u
CCn1cc(CN2CCC(CNC(=O)c3cnccc3C)C2)cn1 (stereo unspecified)	i
Cc1nc(C)c(OCc2nc(CCc3ccccc3)no2)c(C)n1	i
CCCCS(=O)(=O)N1CCC(c2nn(C)c(=O)n2-c2ccccc2)CC1	i
Cc1ccc(-c2cc(N3CCN(S(=O)(=O)c4ccc(F)cc4)CC3)ncn2)cc1	i

An excerpt of these results, with bars between the fields:
structure | ST2 IL33 inh
CCN(CC)C(=O)c1oc2ccc(S(=O)(=O)N3CCCCCC3)cc2c1C | i
CCn1cc(C=C2C(=O)OC(C)(C(C)(C)C)OC2=O)c2ccccc21 (stereo unspecified) | 44.0%*
Oc1ccccc1CN1CCCC(Nc2cccc(F)c2)C1 (stereo unspecified) | i
Cc1cc2c(cc1O)NC(=O)CC2c1cc(=O)n2c3c(cccc13)CCC2 (stereo unspecified) | i
N#CC1=C(SCc2ccccc2)NC(=O)CC1c1cccc(Cl)c1 (stereo unspecified) | u

Other structures follow:
SMILES	ST2 IL33 inh
CC(=O)c1ccc(NC(=O)c2ccccc2F)cc1	i
O=C1CCCC2=C1C(c1ccc(Br)cc1)Nc1ccccc1N2 (stereo unspecified)	i
CC(C)C1CN(C(=O)c2cn(CCCN)nn2)CCC(=O)N1CC1CC1 (stereo unspecified)	i
CCOC(=O)c1[nH]c2ccccc2c1NC(=O)c1c(OCC)ccc2ccccc12	i
CCCc1noc2c1C(=O)CC(C)(C)C2	i
CC(C)c1nccn1C(C)C(=O)N1CCC(Oc2ncccn2)CC1 (stereo unspecified)	i
CCc1nc(SCC(=O)N2CC[C@@H](c3sccc3C)[C@H](O)C2)n[nH]1	i
COc1cc2c(cc1OC)CN(Cc1cccc([N+](=O)[O-])c1)CC2	i
CCOC(=O)Cn1c(=O)n(-c2ccc(C)c(C)c2)c2nc(-c3ccc(F)cc3)nc(C(N)=O)c21	i
CC(=O)OCCN1C(=O)c2cccc3cccc(c23)C1=O	i
CCN(CC)S(=O)(=O)c1ccc(C(=O)N2CCN=C2SCc2cccnc2)cc1	i
CCCSc1nnc2c(n1)OC(c1cccc(O)c1)Nc1ccccc1-2 (stereo unspecified)	i
Cc1ccc2nc(CN(C)Cc3cnc(C)[nH]3)[nH]c2c1	i
CN(C)c1ccc(C=C2C(=O)OC(C)(C(C)(C)C)OC2=O)cc1Br (stereo unspecified)	u
COC(=O)C1C(O)CCC2CN3CCc4c([nH]c5ccccc45)C3CC21 (stereo unspecified)	u
CC1=C(C(=O)Nc2ccccn2)C(c2ccccc2C)C2=C(CC(C)(C)CC2=O)N1 (stereo unspecified)	i
CCN(CC)C(=O)Cn1cc(C(=O)NCCCn2ccc3ccccc32)nn1	i
COc1cc(CN2CCN(c3ccc(F)cc3)CC2)cc([N+](=O)[O-])c1O	i
O=C1NCC(=O)N2CCN(C(=O)c3ccc4cccc(F)c4n3)CC12 (stereo unspecified)	i
COc1cc2c(cc1NC(=O)c1cc([N+](=O)[O-])ccc1OC)oc1ccccc12	u
O=C(Nc1cccc(-c2nc3ncccc3o2)c1)c1ccc(-c2ccccc2)cc1	u
Cc1cc(C)nc(NS(=O)(=O)c2ccc(NCc3nc4ccccc4n3C)cc2)n1	i
Cc1ccc2c(c1)c1c(n2C)C(=O)CCC1	u
COCCNc1ccc(-c2noc([C@@H]3CCCN3)n2)cn1	i
Fc1ccccc1-n1cc(-c2ccnc(NCc3ccon3)n2)cn1	u
CCOCCCNCc1cccc(Cl)c1	i
O=C(Nc1cccc(C(F)(F)F)c1)N[C@H]1CO[C@H]2[C@@H]1OC[C@H]2O	i
COc1ccc(-c2nccn2CCc2c[nH]c3ccccc23)cc1O	i
C=CC(C)(CC/C=C(\C)C(=O)OC[C@H]1O[C@@H](OC(C)(C=C)CC/C=C(\C)C(=O)O[C@H]2[C@H](O)[C@@H](O)[C@H](OC(C)(C=C)CC/C=C(\C)C(=O)O)O[C@@H]2CO)[C@H](O)[C@@H](O)[C@@H]1O)O[C@@H]1O[C@H](CO)[C@@H](O)[C@H](O)[C@H]1O (stereo partly specified)	i
O=C(Cn1c2ccccc2c(=O)c2ccccc21)Nc1ccccc1Br	i
COc1nc2ccccc2cc1-c1ccc(-n2cnnc2)nc1C	i
CC(C)(C)C1CCc2onc(C(=O)Nc3ccc(Br)cc3)c2C1 (stereo unspecified)	i
COc1ccc(Nc2cc(C)nc(N3CCN(S(=O)(=O)c4ccc(C)cc4)CC3)n2)cc1	i
COc1ccc(C(=O)N2CC[C@@H](CC(=O)O)[C@@H](CCN3CCN(c4cccc(C(F)(F)F)c4)CC3)C2)cc1	i
O=C(NC1CCN(c2ccc(F)cc2)CC1)c1ccc2nc(C3CC3)oc2c1	i
Cc1nn(C)cc1-c1c(-c2ccccc2)ncn1C(CC(C)C)c1cccnc1 (stereo unspecified)	u
Cc1cccc2oc(-c3ccc(N=Cc4cccc([N+](=O)[O-])c4O)cc3)nc12	i
COc1cc(Cl)c(C2Nc3ccccc3-c3nnc(SC)nc3O2)cc1OC (stereo unspecified)	i
c1cc(C2CCN(C3CCC4(CCNCC4)CC3)CC2)ccn1	i
CCOc1ccc(N2C(=O)Nc3ccc(Br)cc3C2(O)C(=O)NC(C)CC)cc1 (stereo unspecified)	i
Cc1cnc(CN(C)Cc2cc3n(n2)CCNC3)[nH]1	i
COc1ccc(-c2noc(COc3cccc4c3OCCO4)n2)cc1	i
CCCN(CCC)S(=O)(=O)c1ccc(C(=O)Nc2nnc(-c3ccc(Cl)s3)o2)cc1	u
C=CCC1(OC)CCN(C(=O)c2cc(COc3ccccc3)on2)CC1	u
Cc1ccc(F)cc1CC(=O)N(C)Cc1ccncc1C	i
Cc1ccoc1C(=O)N1CCC(O)(C(=O)O)CC1	i
Nc1c2c(nc3ccccc13)N(C1CCCCC1)CC2	u
Cc1nc(SCN2C(=O)c3ccccc3C2=O)n[nH]1	i
CCC(C)NC(=O)c1cc(Sc2nnc(C)s2)nc2ccccc12 (stereo unspecified)	u
Cc1ccc(N2C(=O)NC3CC2(C)Oc2ccccc23)cc1C (stereo unspecified)	i

The listing continues.
SMILES	ST2 IL33 inh
COCCn1cc(C(=O)N2CCC(C)CC2)c2c3ccccc3n(C)c2c1=O	i
O=C(C(=O)N1CCCN2CCCC2C1)c1ccco1 (stereo unspecified)	i
COc1cccc(C2C(C(N)=O)=C(C)Nc3ncnn32)c1OC (stereo unspecified)	i
O=C(Nc1cc(Cl)ccc1O)c1noc2c1CCCC2	u
O=C1CC(c2cccs2)CC2=C1C(c1cccc([N+](=O)[O-])c1)Nc1ccccc1N2 (stereo unspecified)	i
COc1cc(NC(=O)c2cc(-c3cccs3)nc3ccccc23)cc(OC)c1OC	i
COc1ccc(-c2[nH]c(-c3ccccc3)nc2SCC(=O)Nc2nccs2)cc1	i
Brc1c(-c2ccccc2)nc2n1-c1ccccc1C2	44.0%*
CC1=C(C(=O)Nc2ccc(F)cc2F)C(c2ccc(F)cc2)C2=C(CC(C)(C)CC2=O)N1 (stereo unspecified)	i
CCC(=O)N1c2ccccc2-c2nnc(SC)nc2OC1c1ccc(F)cc1 (stereo unspecified)	i

Part of the list above, as labelled records:
> Cc1cc2c(cc1O)NC(=O)CC2c1cc(=O)n2c3c(cccc13)CCC2 (stereo unspecified)
  ST2 IL33 inh: i
> N#CC1=C(SCc2ccccc2)NC(=O)CC1c1cccc(Cl)c1 (stereo unspecified)
  ST2 IL33 inh: u

Next part:
SMILES	ST2 IL33 inh
O=C(Nc1c(-c2ccc(F)cc2)nc2ccccn12)c1cccc(F)c1	i
COc1ccc(CC(=O)Nc2ccc(=O)n3c2[C@@H]2C[C@@H](CN(S(=O)(=O)c4ccc(OC)cc4)C2)C3)cc1	u
CCN1CC(NC2CCN(c3ccc(OC)cc3)CC2)CC1=O (stereo unspecified)	i
COc1cc(O)c2c(=O)cc(-c3ccccc3)oc2c1	u
O=C(Nc1cccc(Cl)c1Cl)c1ccco1	u
CO[C@H]1[C@H](NC(=O)C(C)C)c2ccccc2C12CCN(C(=O)COc1ccc(Cl)cc1)CC2	u
CC1=C(C(N)=O)C(c2ccc(F)cc2)n2nc(SCc3ccccc3Cl)nc2N1 (stereo unspecified)	i
O=C(CSc1nc2ccc(Br)cc2[nH]1)NC1CCCCC1	i
CCOC(=O)c1c(NC(=O)c2cc(C3CC3)on2)sc2c1CCCC2	i
CC(C)c1ccc(/C=C2\Sc3ccccc3C2=O)cc1[N+](=O)[O-]	i
Cn1ccnc1Sc1nc2c(c(=O)n(C)c(=O)n2C)n1Cc1ccc(Cl)c(Cl)c1	i
CCN1CCN(CCCNC(=O)c2ccc3c(c2)N(Cc2ccc(C)cc2)CCS3)CC1	u
O=C(NCc1cccnc1)c1cc(-c2ccncc2)nc2ccccc12	u
C[C@H]1[C@@H]2[C@@H](O)C([C@H](C)C(=O)N(C)Cc3ccccc3)CC[C@@]2(C)CC[C@@H]1NC(=O)Cc1ccccc1 (stereo partly specified)	u
CC(=O)N1CCn2nc(C(=O)N(Cc3ccc4[nH]ccc4c3)C3CC3)cc2C1	u
O=C(CCS(=O)(=O)c1cccs1)Nc1ccc(C(=O)NCc2ccc3c(c2)OCO3)cc1	i
O=C(CN1C(=O)C2CCCN2C(=O)c2ccccc21)N1CCN(c2ccc(F)cc2)CC1 (stereo unspecified)	i
CC(C)c1ccc(Nc2c(-c3ccco3)nc3ccccn23)cc1	i
CCOC(=O)c1cccc(NC(=O)N2CC[C@@H](CC(=O)O)[C@@H](CC)C2)c1	i
Cc1ccc(-c2cc(O)cc3sc(=O)oc23)cc1	i
CCCc1nc(NCc2cc(-c3ccccc3F)no2)c2cnn(C)c2n1	i
O=C1N=c2ccc(Br)cc2=C1c1sc(=O)n(-c2ccccc2)c1O	u
C=Cc1cccc(CN(Cc2cnn(C)c2)C2CC2)c1	u
Cc1oc2cc(OCc3cnn(-c4ccccc4)c3)ccc2c(=O)c1Oc1ccccc1F	i
COCCn1c(CNC(=O)c2ccccc2C)nc2cccnc21	i
CC1CCC2C(=O)N(c3ccc(Cl)c(Cl)c3)C(=O)C2C1 (stereo unspecified)	i
CN(C)CC1(O)CCN(C(=O)c2cccc3cc[nH]c23)C1 (stereo unspecified)	i
Cc1ccc(NC(=O)COc2c(C)ccc(C)c2C)c([N+](=O)[O-])c1	33.0%*
Cc1noc2nc(C3CC3)cc(C(=O)N3[C@@H]4CC[C@H]3CN(C)C(=O)C4)c12	i
O=C(Cn1nc(-c2ccccc2)ccc1=O)NCCCN1CCC(Cc2ccccc2)CC1	53.0%*
O=C(C1CCC(=O)N1C1CCCC1)N1CCOCC1 (stereo unspecified)	i
O=[N+]([O-])c1ccccc1S(=O)(=O)NCc1ccc2c(c1)OCO2	i
CC(=O)Nc1ccc(CN2C[C@H](O)C[C@H]2c2nc(-c3ccc4c(c3)OCO4)no2)cc1	i
CCOc1ccc2oc(C)c(C(=O)N3CCN4C(=O)CNC(=O)C4C3)c2c1 (stereo unspecified)	i
COc1ccc(NC(=O)CN(c2ccc(Br)cc2)S(C)(=O)=O)cc1OC	i
COc1ccccc1C1C(C#N)=C(N)OC(C)=C1C(=O)Nc1ccc(SC)cc1 (stereo unspecified)	u
Cc1ccc(NS(=O)(=O)c2ccc3[nH]cc(C(=O)NCCCOC(C)C)c(=O)c3c2)c(C)c1	i
CC(C)NC(=O)C[C@@H]1O[C@H](CNS(=O)(=O)c2ccccc2)[C@@H](O)[C@H]1O	u
COc1ccc(OC)c(C2CC(=O)N3CN(c4cccc(Cl)c4C)CSC3=C2C#N)c1 (stereo unspecified)	u
Cc1nc(-c2cccnc2)ncc1C(=O)N1CCOC(C(F)(F)F)C1 (stereo unspecified)	i

The list is partial; the hit share may differ from the screen's.
